Screening results deposited in PubChem by National Center for Advancing Translational Sciences (NCATS).
S3 lipid droplet: qHTS Assay for Lipid Storage Modulators in Drosophila S3 Cells; AID 2685; Drosophila S3 cells, BODIPY lipid droplet fluorescence, 18-24 h; cells fed with added oleic acid; Potency in µM for hits, for the others lipid storage change, negative = inhibition, % at the top dose, mostly 46.1 µM; hit rate 0.64% among 320,000; active = well fitted inhibition curve with a large enough effect in the signal ratio, with a control signal flat, not every such curve was filed as active; inconclusive = small, poorly fitted or top-dose-only effect, or effect the other way, or a change in a side signal; the % refers to the signal ratio
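Drosophila S3 cells loaded with oleic acid (400 uM, as added) and compounds at several concentrations; lipid droplets imaged by 488-nm laser-scanning cytometry, 500–530 nm intensity and object ratio to cell channel. Percent activity normalized to 20 uM Triacsin C.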
S3 lipid droplet cell count max: second read-out of S3 lipid droplet, no call of its own (marks repeat the call); cell number change, %; measured here: cell count max response;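 cells counted by Cell Tracker Red CMTPX staining in the red channel; peak over a dose series mostly up to 46.1 µM; percent activity relative to internal control wells on each plate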
* marks the source's active call; other numbers are inactive results; i = inactive; ? = inconclusive; . = not tested or not shown; [ ] = another dose, or the depositor's remark. % is scaled to controls: 0 for no effect and ±100 for the full control effect; potency is read from the fitted curve at half-maximal effect. These rows are one share of the data (hit frequency here may not be typical).

Sample of the layout, 2 compounds:
SMILES	S3 lipid droplet	S3 lipid droplet cell count max
CCOC(=O)c1cc2cc([N+](=O)[O-])cc(OC)c2oc1=O	-7%	-2
O=C(/C(=C/c1ccccc1Cl)c1ccccc1)N1CCOCC1	?	.

Results, from the first entry:
SMILES	S3 lipid droplet	S3 lipid droplet cell count max
CCOC(=O)c1cc2cc([N+](=O)[O-])cc(OC)c2oc1=O	-7%	-2
O=C(/C(=C/c1ccccc1Cl)c1ccccc1)N1CCOCC1	?	.
O=C(C1CCCO1)N1CCN(C(=S)Nc2ccc(Cl)cc2Cl)CC1 (stereo not drawn)	?	.
CCOC(=O)N1CCC(NC(=O)c2ccc3c(c2)N(Cc2ccc(F)cc2)CCS3)CC1	?	.
Cc1sc2ncnc(NCC3(N4CCOCC4)CCCCC3)c2c1C	1%	2
CCn1c(SCC(=O)N2CCCc3ccccc32)nc2cccnc21	?	.
COc1ccccc1NC(=O)Cn1c(CCC(=O)O)ccc1-c1ccccc1	11%	.
CC1CCN(S(=O)(=O)c2ccc3c(c2)CCN3C(=O)C2CCC2)CC1	28%	.
CCOc1ccccc1N(CC(=O)N1CCC(C)CC1)S(=O)(=O)c1ccc(C)cc1	?	.
Cc1c(CCC(=O)NCCCCCC(=O)O)c(=O)oc2c(C)c3oc4c(c3cc12)CCCC4	2%	-8
Cc1cccc2cccnc12	?	.
CCNC(=O)N1CCC(n2nccc2NC(=O)CCCc2ccccc2)CC1	?	.
COc1ccc2cc3cc(C(=O)N4CCN(c5ccccn5)CC4)oc3nc2c1	i	.
CCCC(=O)NC(c1ccccc1)c1ccc2cccnc2c1O (stereo not drawn)	?	.
CCC1CCCCN1S(=O)(=O)c1ccc(NC(=O)c2cccnc2)cc1 (stereo not drawn)	?	.
Cc1ccc(C(=O)N/C(=C\c2ccccc2)C(=O)NCc2cccnc2)cc1	4%	-1
O=C(NCc1ccc2c(c1)OCO2)C1CCCN1S(=O)(=O)c1ccc(F)cc1 (stereo not drawn)	12%	10
CCN(CC(=O)Nc1c(F)cccc1F)C(=O)/C=C/c1ccc(Br)s1	?	.
Cn1cc(CN2CCC(C(=O)Nc3cccc(-c4cscn4)c3)CC2)cn1	?	.
CCOC(=O)N1CCC(Nc2nc(OC)nc(OC)n2)CC1	?	.
CCN(CC(=O)Nc1ccccc1C(F)(F)F)C(=O)c1cc(-c2ccccc2)nn1-c1ccccc1	?	.
Cc1ccc(C(=O)NCC(=O)OCC(=O)NC2CCCC(C)C2C)s1 (stereo not drawn)	-9%	10
COCc1nnc(NC(=O)c2ccc(S(=O)(=O)N(C)Cc3ccccc3)cc2)o1	?	.
O=C(Nc1ccc(C(=O)Nc2ccccc2Cl)cc1)c1cccnc1	i	-23
COc1ccccc1/C=N/NC(=O)c1nnn(-c2nonc2N)c1CSC1=NCCS1	2%	-1
O=C(COC(=O)c1ccc(O)cc1)Nc1cccc(S(=O)(=O)N2CCCCC2)c1	?	.
COc1ccc(CNS(=O)(=O)c2cc3c(cc2C)N(C)CCO3)cc1	0%	-1
COc1cccc(NC(=O)c2nn(C)c(C(=O)Nc3cccc(OC)c3)c2[N+](=O)[O-])c1	?	.
O=C(Nc1cc(C(F)(F)F)ccc1N1CCOCC1)c1cccnc1Cl	8%	-5
O=C(NCC1CC1)c1ccc(Nc2nc3ccc(Br)cc3[nH]2)cc1	-6%	-23
COc1ccc2c(c1)CC/C(=C\c1ccc(OC)c(Cn3nc(C)cc3C)c1)C2=O	?	.
O=C(CNC(=O)c1ccccc1Cl)N/N=C/C=C/c1ccccc1	19%	7
Cc1ccccc1OCC(=O)Nc1ccccc1NC(=O)c1ccco1	i	29
CC(=O)N1C(=O)NC2=C(C(=O)CCC2)C1c1cccc([N+](=O)[O-])c1 (stereo not drawn)	?	.
CC1CCc2sc(C(=O)N=Nc3c(O)[nH]c4ccccc34)cc2C1 (stereo not drawn)	-12%	5
COc1ccc(C#Cc2ccc3c(c2)c(=O)c2ccccc2n3C)cc1	-17%	-5
Cc1ccccc1OCC(=O)N(Cc1ccco1)c1c(N)n(Cc2ccccc2)c(=O)[nH]c1=O	?	.
O=C(CN1CCN(c2ccc(F)cc2)CC1)Nc1ccc(F)c(F)c1	?	.
c1ccc(-c2nnnn2-c2ccccc2)cc1	?	.
COC(=O)c1ccccc1-c1ccc(/C=N/NC(N)=O)o1	?	.
Cc1ccc(S(=O)(=O)N2CCC(C(=O)OCC(=O)N3CCc4ccccc43)CC2)cc1	7.3µM*	-18*
O=[N+]([O-])c1ccc(N/N=C2\CC3CC=CC23)cc1 (stereo not drawn)	?	.
CC(=O)N1CCCc2ccc(NS(=O)(=O)c3ccc(C)cc3)cc21	29%[0.0737 µM]	.
COc1ccc(OCC(=O)NN2Cc3ccccc3C2=N)cc1	7%	7
CN(CC(=O)N1CCN(c2ccccc2)CC1)S(=O)(=O)c1cccs1	3%	21
Cc1noc(NS(=O)(=O)c2ccc(NC(=O)C(C)C)cc2)c1C	?	.
CCOC(=O)c1ccc(NC(=S)Nc2ccc(C)cc2)cc1	?	.
Cc1nc(NC(=O)COC(=O)c2cccs2)c(Cl)cc1Cl	?	.
CCOC(=O)C1=C(CC)Nc2ccccc2N=C1NC(=O)c1cc(C)on1	?	.
N#C/C(=C\c1ccc(C#N)cc1)C(=O)c1ccccc1	?	.
CC(O)C(NS(=O)(=O)c1ccc(Cl)cc1)C(=O)OCc1cc([N+](=O)[O-])cc2c1OCOC2 (stereo not drawn)	-19%	17
COc1ccc(S(=O)(=O)N(C)CC(=O)NCCN2CCOCC2)cc1Cl	i	6
O=C(N/N=C1\CCSC1)c1cc(Cl)ccc1O	?	.
CN(C)c1ccc(NC(=O)c2sc(SCC(=O)Nc3nccs3)nc2N)cc1	?	.
CC(C)c1ccc(NC(=O)CSc2nc(=O)n(CCN3CCOCC3)c3c2CCC3)cc1	22%	2
Cc1ncc(CSc2nc3ccccc3[nH]2)c(N)n1	i	.
C(=N\Nc1cc(N2CCCCC2)ncn1)/c1ccco1	-14%	4
CC(NC(=O)Nc1ccc2c(c1)OCO2)C1CCCO1 (stereo not drawn)	?	.
Cc1ccc(S(=O)(=O)N2CCC(=O)CC2)cc1	?	.
CS(=O)(=O)Nc1ccc(C2=NN(C(=O)c3cccc(F)c3)C(c3cccs3)C2)cc1 (stereo not drawn)	1%	2
New compounds follow
SMILES	S3 lipid droplet	S3 lipid droplet cell count max
CCN1CCN(CCCCOc2ccccc2F)CC1	i	-15
CCCn1nc(NC(=O)c2cccs2)c2cc3cc(C)ccc3nc21	?	.
CC(=O)N1CCC(=NNC(=O)CSc2cc(C)c(Br)cc2C)CC1	3%	2
CCOC(=O)Cn1nc(C)n(-c2ccc(C)cc2)c1=O	16%	28
Cc1ccc(S(=O)(=O)N(C)c2ccc(C(=O)Nc3ccccn3)cc2)cc1	?	.
CCCCn1c(N)c(N(CC)C(=O)Cc2ccc(S(=O)(=O)N3CCOCC3)s2)c(=O)[nH]c1=O	?	.
Cc1cc(F)ccc1S(=O)(=O)N1CCCOC1CNC(=O)C(=O)NC1CC1 (stereo not drawn)	i	-13
O=C(O)c1c[nH]c2cc(C(F)(F)F)ccc2c1=O	4%	-16
COc1ccc(C(=O)NC2CCN(CC(=O)Nc3c(C)cccc3C)CC2)cc1OC	?	.
CCOC(=O)C1=C(C)Nc2ccccc2N=C1NC(=O)/C=C/c1ccc(OC)cc1OC	11%	1
CN1C(=O)C(C)(C)c2cc(S(=O)(=O)N3CCC(C(=O)NCc4ccc(Cl)cc4)CC3)ccc21	?	.
Cc1ccc(C(C(=O)NCC2CCCO2)N(C(=O)c2snc(C(N)=O)c2N)c2ccc(C)c(C)c2)o1 (stereo not drawn)	?	.
O=C(N/C(=C/c1cn(-c2ccccc2)nc1-c1ccccc1)C(=O)N1CCOCC1)c1ccc(Cl)cc1Cl	?	.
COc1ccc(C(=O)/C(C#N)=N/Nc2ccc([N+](=O)[O-])cc2)cc1	?	.
CCOc1ccccc1C(=O)Nc1nnc(C(C)C)s1	?	.
O=C(c1cccc([N+](=O)[O-])c1)c1ccc2c(c1)OCCOCCOCCOCCO2	?	.
CCn1c(CCn2c3ccccc3c3ccccc32)n[nH]c1=S	16%	.
Cc1cc(C)cc(NC(=O)C/C(N)=N/O)c1	?	.
CCOC(=O)c1c(C)n(C)c2ccc(OC)c(NC(=O)CN3CCC(C(=O)OCC)CC3)c12	7%	13
Cc1cccc(C2N(c3nccs3)C(=O)C3CCCN32)c1 (stereo not drawn)	2%	-28
O=C(Nc1ccc2nc(-c3ccccn3)c(-c3ccccn3)nc2c1)N1CCOCC1	5%	13
CCCc1cc(C(=O)NCCc2ccc(OC)c(OC)c2)no1	-11%[9.22 µM]	-14
COc1ccc(C[C@H]2c3cc(O)c(OC)cc3CC[N+]2(C)[O-])cc1O (stereo partly drawn)	13%	9
Cc1cn(-c2cc(C(=O)Nc3ccc(C)c(NC(=O)C(=O)c4c[nH]c5ccccc45)c3)cc(C(F)(F)F)c2)cn1	?	.
CC1CN(CC(=O)NCc2ccccc2)CC(C)O1 (stereo not drawn)	-1%	24
O=C(c1cc2nc(-c3ccco3)cc(C(F)(F)F)n2n1)N1CCCc2ccccc21	17%	-17
COc1ccc(OCC(=O)Nc2ccc3c(c2)nc(CCNC(C)=O)n3C)cc1	?	.
CCOC(=O)Cc1csc(NC(=O)c2ccc3ncsc3c2)n1	?	.
CC(OC(=O)Cc1n[nH]c(=O)c2ccccc12)C(=O)Nc1ccc(S(N)(=O)=O)cc1 (stereo not drawn)	?	.
O=C(Cc1c(F)cccc1Cl)Nc1ccccc1C(=O)N1CCCCC1	9%[0.0737 µM]	-22
Cc1ccc(S(=O)(=O)C(C#N)c2nc3ccccc3nc2N2CCCC2)cc1 (stereo not drawn)	i	-26
COc1cc(/C=N/NC(=O)c2ccncc2)ccc1OC(=O)c1cc(OC)c(OC)c(OC)c1	?	.
COc1ccc(-c2cn3ccccc3n2)cc1	-8%	13
CCC(OC(=O)c1ccco1)C(=O)NCc1ccc(C)cc1 (stereo not drawn)	?	.
CCOc1ncccc1C(=O)OCC(=O)Nc1ccc2c(c1)OCCO2	10%	11
CCOC(=O)c1cccc(Nc2nc(-c3cccnc3)nc3ccccc23)c1	?	.

Already shown: an excerpt of the list.
SMILES	S3 lipid droplet	S3 lipid droplet cell count max
CN1C(=O)C(C)(C)c2cc(S(=O)(=O)N3CCC(C(=O)NCc4ccc(Cl)cc4)CC3)ccc21	?	.
Cc1ccc(C(C(=O)NCC2CCCO2)N(C(=O)c2snc(C(N)=O)c2N)c2ccc(C)c(C)c2)o1 (stereo not drawn)	?	.
O=C(N/C(=C/c1cn(-c2ccccc2)nc1-c1ccccc1)C(=O)N1CCOCC1)c1ccc(Cl)cc1Cl	?	.
COc1ccc(C(=O)/C(C#N)=N/Nc2ccc([N+](=O)[O-])cc2)cc1	?	.
CCOc1ccccc1C(=O)Nc1nnc(C(C)C)s1	?	.
O=C(c1cccc([N+](=O)[O-])c1)c1ccc2c(c1)OCCOCCOCCOCCO2	?	.
CCn1c(CCn2c3ccccc3c3ccccc32)n[nH]c1=S	16%	.
Cc1cc(C)cc(NC(=O)C/C(N)=N/O)c1	?	.
CCOC(=O)c1c(C)n(C)c2ccc(OC)c(NC(=O)CN3CCC(C(=O)OCC)CC3)c12	7%	13
Cc1cccc(C2N(c3nccs3)C(=O)C3CCCN32)c1 (stereo not drawn)	2%	-28
O=C(Nc1ccc2nc(-c3ccccn3)c(-c3ccccn3)nc2c1)N1CCOCC1	5%	13
CCCc1cc(C(=O)NCCc2ccc(OC)c(OC)c2)no1	-11%[9.22 µM]	-14
COc1ccc(C[C@H]2c3cc(O)c(OC)cc3CC[N+]2(C)[O-])cc1O (stereo partly drawn)	13%	9
Cc1cn(-c2cc(C(=O)Nc3ccc(C)c(NC(=O)C(=O)c4c[nH]c5ccccc45)c3)cc(C(F)(F)F)c2)cn1	?	.
CC1CN(CC(=O)NCc2ccccc2)CC(C)O1 (stereo not drawn)	-1%	24
O=C(c1cc2nc(-c3ccco3)cc(C(F)(F)F)n2n1)N1CCCc2ccccc21	17%	-17
COc1ccc(OCC(=O)Nc2ccc3c(c2)nc(CCNC(C)=O)n3C)cc1	?	.
CCOC(=O)Cc1csc(NC(=O)c2ccc3ncsc3c2)n1	?	.
CC(OC(=O)Cc1n[nH]c(=O)c2ccccc12)C(=O)Nc1ccc(S(N)(=O)=O)cc1 (stereo not drawn)	?	.
O=C(Cc1c(F)cccc1Cl)Nc1ccccc1C(=O)N1CCCCC1	9%[0.0737 µM]	-22
Cc1ccc(S(=O)(=O)C(C#N)c2nc3ccccc3nc2N2CCCC2)cc1 (stereo not drawn)	i	-26
COc1cc(/C=N/NC(=O)c2ccncc2)ccc1OC(=O)c1cc(OC)c(OC)c(OC)c1	?	.
COc1ccc(-c2cn3ccccc3n2)cc1	-8%	13
CCC(OC(=O)c1ccco1)C(=O)NCc1ccc(C)cc1 (stereo not drawn)	?	.
CCOc1ncccc1C(=O)OCC(=O)Nc1ccc2c(c1)OCCO2	10%	11
CCOC(=O)c1cccc(Nc2nc(-c3cccnc3)nc3ccccc23)c1	?	.
